Source: PubChem (several laboratories)
pCIP destab: p/CIP-EGFP fusion destabilizers, primary screen, fluorescence, F442A cells; 16 h; decrease of EGFP signal, % at 10 µM; hit rate 0.01% among 290,000; AID 1984, 2009;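 active means EGFP signal decrease of at least 30% at 10 µM or well 3 SD below plate mean, unless failing retest; inactive means the rest, including hits failing retest or dose response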; further: some compounds called inactive have numbers as strong as hits; many of its hits are not listed in these tables
VIM-2 inh: VIM-2 metallo-beta-lactamase inhibitors, primary screen, biochemical, epi-absorbance readout, Pseudomonas aeruginosa enzyme; AID 1527, 2009; purified VIM-2, nitrocefin hydrolysis, epi-absorbance fluorescence; inhibition, % at 5.6 µM; hit rate 0.89% among 290,000;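 active means inhibition above the mean of all tested compounds plus 3 SD, cutoff set per screening run, cut at about 7.5% in these data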;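 further: red hydrolysis product quenches plate fluorescence so inhibitors raise well fluorescence; 0% = enzyme with DMSO and 100% = DMSO without enzyme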
UBC9 SUMO inh: inhibitors of in vitro SUMOylation cascade, primary screen, biochemical, HTRF, uHTS; SUMO-conjugating enzyme UBC9 (Homo sapiens), P63279; HTRF SUMOylation assay, SAE1/SAE2 + UBC9; inhibition, % at 35 µM; hit rate 0.36% among 290,000; in the data active means inhibition above about 50%, passing the limit was not always enough; further: strong numbers were not always called active
IDE cell activ: human IDE activators in live cells, primary screen, fluorescence polarization, HEK cells, FAbeta-B substrate; FAbeta-B cleavage; 0% vehicle, 100% cell-free pure enzyme wells; activation, % at 5.96 µM; hit rate 0.073% among 340,000; AID 493087, 2011;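 active means activation above the mean of all tested compounds plus 3 SD, set per screening campaign, cut at about 17% in these data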
Target sequence (P14735 whole entry, looked up): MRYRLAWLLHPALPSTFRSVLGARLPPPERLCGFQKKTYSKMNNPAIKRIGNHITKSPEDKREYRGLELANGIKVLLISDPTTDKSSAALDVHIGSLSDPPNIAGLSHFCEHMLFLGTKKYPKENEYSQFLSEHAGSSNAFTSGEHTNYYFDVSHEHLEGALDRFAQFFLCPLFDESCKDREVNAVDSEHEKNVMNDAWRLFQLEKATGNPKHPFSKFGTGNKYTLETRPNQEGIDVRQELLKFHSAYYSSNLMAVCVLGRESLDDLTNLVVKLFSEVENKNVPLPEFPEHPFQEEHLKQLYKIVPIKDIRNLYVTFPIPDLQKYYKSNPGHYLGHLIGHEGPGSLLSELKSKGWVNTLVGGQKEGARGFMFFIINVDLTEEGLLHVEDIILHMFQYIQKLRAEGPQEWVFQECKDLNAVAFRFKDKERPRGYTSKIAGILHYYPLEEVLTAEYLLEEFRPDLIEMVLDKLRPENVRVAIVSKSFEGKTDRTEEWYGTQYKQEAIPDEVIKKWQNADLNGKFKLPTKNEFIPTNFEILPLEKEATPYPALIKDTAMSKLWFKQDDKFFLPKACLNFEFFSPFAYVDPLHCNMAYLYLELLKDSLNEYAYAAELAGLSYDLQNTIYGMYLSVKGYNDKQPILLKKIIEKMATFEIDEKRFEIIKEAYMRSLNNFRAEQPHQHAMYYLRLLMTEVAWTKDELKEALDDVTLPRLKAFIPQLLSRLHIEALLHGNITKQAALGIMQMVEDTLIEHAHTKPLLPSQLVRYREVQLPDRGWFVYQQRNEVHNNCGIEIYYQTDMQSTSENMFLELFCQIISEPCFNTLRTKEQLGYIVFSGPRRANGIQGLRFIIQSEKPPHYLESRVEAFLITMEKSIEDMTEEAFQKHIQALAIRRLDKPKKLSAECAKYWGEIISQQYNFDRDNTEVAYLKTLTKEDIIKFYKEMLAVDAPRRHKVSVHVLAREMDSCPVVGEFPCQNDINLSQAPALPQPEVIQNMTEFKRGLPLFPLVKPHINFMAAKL
FID counter: compounds displacing fluorescent DNA intercalator, primary screen, artefact control for HCV NS3 helicase inhibitor project, biochemical, FID fluorescence; hit rate 0.17% among 290,000; inhibition, % at 7.9 µM; DNA fluorescent intercalator displacement; AID 1845, 2009; in the data active means inhibition above about 37%;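 further: 0% = vehicle and 100% = reference compound; higher means more ethidium bromide displaced from hairpin DNA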
HCV NS3 hel inh: inhibitors of HCV NS3 helicase, primary screen, biochemical, Cy5 molecular beacon fluorescence. NS3 helicase DNA unwinding. inhibition, % at 10.9 µM. hit rate 0.56% among 290,000. AID 1800, 2009;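 active means inhibition above the mean of all tested compounds plus 3 SD, set per campaign, cut at about 35% in these data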;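 further: 0% = DMSO wells and 100% = thioflavine S control wells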
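Control set: DMSO versus 110 µM thioflavine S; Material: NS3 helicase fragment of HCV; Measured by: Cy5 fluorescence at 0 and 60 min, beacon hairpin quenching; Read-out basis: percent inhibition from t60/t0 fluorescence ratio; Times: reaction time 60 min, 25 °C; Repeats: single replicate; Compound dosing: single dose, 10.9 µM nominal final, DMSO 0.8% final.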
IMP-1 inh: IMP-1 metallo-beta-lactamase inhibitors, primary screen, biochemical, epi-absorbance readout, Pseudomonas aeruginosa enzyme; metallo-beta-lactamase IMP-1 (Pseudomonas aeruginosa); purified IMP-1, nitrocefin hydrolysis, epi-absorbance fluorescence; inhibition, % at 5.6 µM; hit rate 0.45% among 290,000;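 active means inhibition above the mean plus 3 SD of all compounds in the same screening run, cut at about 4.5% in these data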;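 further: 0% = IMP-1 with DMSO and 100% = DMSO wells lacking enzyme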
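System: Purified IMP-1 | Read-out basis: Percent enzyme inhibition | Controls: IMP-1 with DMSO as 0%, enzyme-free DMSO as 100% | Replicates: One well per compound | Doses: 5.6 µM nominal single concentration | Detection: Epi-absorbance fluorescence, 480 nm excitation, 530 nm emission | Incubation: 25 °C, 15 min preincubation, 25 min reaction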
PHOSPHO1 inh: PubChem AID 1565; recombinant PHOSPHO1, absorbance phosphatase assay; inhibition, % at 13.3 µM; hit rate 1.1% among 290,000; in the data active means inhibition above about 60%
MEKK3 PB1 HTS: modulators of MEKK3-MEK5 PB1 binding, primary screen, biochemical, wildtype MEKK3, multiplex bead flow cytometry, Alexa488-MEK5; AID 1529, 2009; binding response (% of control), % at 10 µM; bead-based flow cytometry, Alexa488-MEK5 binding to MEKK3; actives lie on both sides; 0 = blocked by unlabeled MEK5, 100 = vehicle; hit rate 1.4% among 290,000; Mitogen-activated protein kinase kinase kinase 3 (Homo sapiens), Q99759;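 active means binding response more than 3 SD above or below the average of its plate-row segment, actives on both sides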;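 further: Alexa488 bead fluorescence after subtracting the streptavidin-only scavenger bead signal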
Numbers without * were called inactive; . = no result given; & = joins results of further samples.

Second line of a record – pCIP destab	VIM-2 inh	UBC9 SUMO inh	IDE cell activ	FID counter	HCV NS3 hel inh	IMP-1 inh	PHOSPHO1 inh	MEKK3 PB1 HTS
- CCc1nc2ccc(C(=O)N3CCN(c4cccc(C(F)(F)F)c4)CC3)cc2nc1CC
  -5	-2.0	-2	0	-56	-9	-1.4	17	102
- COc1ccccc1N1CCN(/N=C/c2cccc(OC)c2OC)CC1
  -6	-1.1	4	3	-7	0	-2.4	20	100
- O=C(c1cnc2ccccn2c1=O)N1CCCc2ccccc21
  -4	-0.2	-4	4	-1	3	-2.1	-23	97
- CC(=O)Oc1ccc(/C=C(\NC(=O)c2ccco2)C(=O)Nc2ccc(C(C)=O)cc2)cc1
  -7	-4.4	3	1	-17	9	-2.3	32	101
- CN(C)Cc1c(C(=O)N/N=C/CCc2ccccc2)nnn1-c1nonc1N
  -20	0.3	-2	3	-12	-7	-1.6	35	96
- COC(=O)c1ccc(CNC(=O)C2CCC(=O)N(CCc3ccccc3)C2)cc1 (stereo not given)
  -9	-1.0	5	4	-27	5	-0.6	31	102
- Cc1ccc(NC(=O)c2oc3ccccc3c2C)c([N+](=O)[O-])c1
  9	-0.3	18	-3	0	8	-1.7	-18	74
- COc1ccc(NC(=O)CSC2=NN3CCCC(=O)N=C3S2)c(OC)c1
  4	-2.6	5	6	-21	1	-0.8	58	93
- NCC(c1ccccc1)c1c[nH]c2ccccc12 (stereo not given)
  -6	-1.9	-5	3	9	-16	-2.7	15	100
- COC(=O)CCCC(=O)N1CCCC(CCC(=O)NCc2ccc(F)c(F)c2)C1 (stereo not given)
  -8	-1.1	-9	-3	-20	12	-2.7	12	101
- CC(=O)N1CCc2[nH]c3ccccc3c2C1
  0	0.2	12	3	-5	0	-1.7	15	96
- CCC1CN(C(=O)N2CCC(C(=O)Nc3ccccc3OC)CC2)c2ccccc2O1 (stereo not given)
  -8	-1.0	-5	-5	-50	-1	-1.4	28	102
- Cc1cc2c(ncn2C(C)C)c(NS(=O)(=O)c2ccc(F)cc2)c1C
  8	-0.7	-10	0	-25	-16	0.2	40	90
- Cc1cc(=O)n2nc(N3CCCC(C(=O)NCc4ccc(Cl)cc4)C3)sc2n1 (stereo not given)
  -21	-1.3	16	-3	-23	-3	-2.1	28	99
- CC(C)(C)C(=O)NC(n1cnc2c(N3CCOCC3)ncnc21)C(Cl)(Cl)Cl (stereo not given)
  -6	-2.5	-7	3	-21	-2	-2.6	9	97
- COc1cc(C(C)=O)ccc1Oc1ncnc2c1cnn2-c1ccc(C)c(C)c1
  3	0.7	0	-4	0	-4	2.5	7	99
- COc1ccc(Br)c2oc(SC)cc(=O)c12
  -13	9.2*	8	-3	-8	2	-5.9	-4	85
- COc1ccccc1NS(=O)(=O)c1ccc(Cl)c(NC(=O)C(C)N2C(=O)c3ccccc3C2=O)c1 (stereo not given)
  -15	-5.4	2	0	-6	2	-3.2	-14	87
- COc1ccc(C2c3[nH]c4ccccc4c3C[C@H]3C(=O)N(c4ccccc4C(=O)N4CCC[C@H]4C(=O)O)C(=O)N23)cc1 (stereo not given in full)
  -2	-2.2	2	8	-27	31	-3.3	13	101
- Cc1ccc(O)c(CNc2nc3ccccc3n2C(C)C)c1
  2	-1.2	-7	1	5	-14	0.1	.	96

New compounds follow.
Second line of a record – pCIP destab	VIM-2 inh	UBC9 SUMO inh	IDE cell activ	FID counter	HCV NS3 hel inh	IMP-1 inh	PHOSPHO1 inh	MEKK3 PB1 HTS
- COC(=O)c1cn(C(=O)c2cc(OC)c(OC)c(OC)c2)c2ccccc12
  9	3.3	-19	0	-23	16	1.4	23	94
- CCN(CC)c1ccc(NC(=O)c2ccc3c(c2)c(C)c(C)n3C)cc1
  -3	-0.8	-25	4	-1	-24	-2.3	-5	79
- CCOC(=O)C1CCN(C(=O)CN(c2ccc(Oc3ccccc3)cc2)S(C)(=O)=O)CC1
  -5	-3.1	11	3	-39	-11	-1.6	30	100
- Nc1cccnc1-n1nc(C(F)(F)F)cc1C(F)(F)F
  -8	-4.5	15	0	0	11	-4.7	34	102
- O=C(O)CN(c1ccccn1)S(=O)(=O)c1ccc(Cl)cc1
  6	-3.3	11	-2	1	7	-1.6	17	100
- CCOC(=O)c1oc2ccccc2c1NC(=O)c1ccco1
  1	3.1	11	-3	-15	23	-0.5	18	100
- CN(C)CCC(c1ccc(Cl)cc1)c1ccccn1 (stereo not given)
  -12&2	-2.5&-2.0	9&6	4&0	3&1	-3&-1	-1.9&-1.6	8&8	111&102&107
- COc1ccc(Oc2cn[nH]c2-c2ccc(OC)cc2O)cc1
  -13	-2.1	-21	4	-2	-15	-5.9	11	97
- CCOc1ncccc1C(=O)OCc1c(F)cccc1Cl
  13	2.0	1	3	-3	2	1.2	36	100
- O=C(CSc1ccc(-c2ccccn2)nn1)N1CCCCC1
  11	-0.1	-1	3	-9	-5	-5.0	-26	123
- CCOc1ccccc1NC(=O)CCCCCN1C(=O)[C@@H]2Cc3ccccc3CN2C1=O
  3	-2.4	1	0	-53	-9	0.2	-4	101
- COc1cccc(OCc2cc(C(=O)N(Cc3ccccc3)CC3CC3)no2)c1
  -2	-2.5	0	-2	-44	-8	-2.4	22	101
- CCCCSc1nc2sc3c(c2c(=O)n1-c1ccccc1)CCN(C)C3
  -18	-2.1	1	-7	-12	-29	-5.2	33	103
- O=C(Nc1ccc(O)cc1)N1CCOCC1
  -4	-2.5	12	-1	-3	8	-0.3	3	101
- CCCCNC(=O)c1[nH]c(C)c(C(C)=O)c1C
  -6	0.8	-2	4	-2	-5	-2.3	-15	103
- CCOC(=O)c1c(NC(=O)CC2SC(N)=NC2=O)sc2c1CCC(C)C2 (stereo not given)
  -2	-1.9	-32	3	-12	-4	-1.6	-14	78
- O=C(c1cc(C(=O)c2ccco2)cc(C(=O)c2ccco2)c1)c1ccco1
  -13	-0.8	22	-1	-5	20	-4.0	14	93
- CN1C(=O)/C(=C/c2ccccc2Cl)Sc2ccc(C(=O)NCc3cccnc3)cc21
  8	-5.4	-8	10	-23	-17	-3.3	-5	107
- NC1=NC2CS(=O)(=O)CC2S1 (stereo not given)
  -12	-0.4	12	-1	4	10	-2.5	-8	102
- COCCNC(=O)C1CC2Cn3c(nc4cc5ccccc5cc43)C2N1C (stereo not given)
  -4	.	0	3	.	.	.	40	79

Remaining list, next part:
Second line of a record – pCIP destab	VIM-2 inh	UBC9 SUMO inh	IDE cell activ	FID counter	HCV NS3 hel inh	IMP-1 inh	PHOSPHO1 inh	MEKK3 PB1 HTS
- O=C(N/N=C/c1cccnc1)c1cccc(NC(=O)c2ccc(Cl)cc2)c1
  -14	-1.7	44	-7	-12	-3	0.4	52	83
- CCOc1ccc(C2CC(c3ccc(CC)cc3)Nc3nc(N)nn32)cc1 (stereo not given)
  -2	-2.3	4	4	-30	-10	-0.3	-6	103
- COc1ccc(S(=O)(=O)N2CCN(C(=O)N(C)C)C2C)cc1 (stereo not given)
  4	-2.9	8	6	-3	1	-3.8	30	102
- O=C(NC(=S)Nc1ncccn1)c1ccc(Cl)cc1Cl
  -10	-3.9	-4	3	-7	3	-3.6	-17	99
- O=C(CCc1nc2ccccc2c(=O)[nH]1)NC1CCN(Cc2ccccc2)CC1
  10	-5.0	17	-2	0	1	-3.0	5	93
- CC(=O)Cn1c(=O)c2c(nc3n2CCCN3Cc2ccccc2)n(C)c1=O
  -10	1.9	12	6	-18	-4	-1.4	6	102
- CCN1CCN(c2nc(-c3ccccn3)nc3ccccc23)CC1
  -4	6.3	-49	2	10	-3	-13	-68	88
- COc1ccc(C(O)(C(C)C)C(CN2CCOCC2)c2ccccc2)cc1 (stereo not given)
  -4	0.0	-8	4	-18	-7	-2.5	26	107
- COC(=O)Nc1ccc(OCc2ccccc2)cc1
  -3	-4.9	15	6	-8	1	-3.7	10	107
- Cc1cc(Cl)c(S(=O)(=O)NCC2CCCO2)cc1OCC(N)=O (stereo not given)
  -9	-1.5	0	-1	-5	5	-1.1	-14	104
- COc1ccc(CS(=O)(=O)CC(C)(O)c2ccc(Cl)cc2)cc1 (stereo not given)
  0	-3.9	-3	1	-12	-3	-1.1	35	102
- CCC(=O)N1CCN(c2ccc(NC(=O)c3ccco3)cc2)CC1
  -8	-0.7	23	3	-1	5	-1.0	34	92
- O=c1c2cc(Cl)ccc2[nH]c(=S)n1Cc1cccs1
  -5	-1.1	2	3	1	5	-2.0	-12	103
- CCCCNc1c(N)n(CC(C)C)c(=O)[nH]c1=O
  0	-0.7	9	-1	-8	-6	-2.9	36	95
- COC(=O)c1cccc(-n2cnnn2)c1
  0	-3.0	4	0	0	13	-4.4	4	110
- COC(=O)n1c(=O)oc2cc(S(=O)(=O)N3CCCCC3)ccc21
  -5	-2.6	14	5	3	-1	-1.4	-15	92

Sorted by SMILES length (high to low): some entries from above.
Second line of a record – pCIP destab	VIM-2 inh	UBC9 SUMO inh	IDE cell activ	FID counter	HCV NS3 hel inh	IMP-1 inh	PHOSPHO1 inh	MEKK3 PB1 HTS
- O=C(CCc1nc2ccccc2c(=O)[nH]1)NC1CCN(Cc2ccccc2)CC1
  10	-5.0	17	-2	0	1	-3.0	5	93
- O=C(N/N=C/c1cccnc1)c1cccc(NC(=O)c2ccc(Cl)cc2)c1
  -14	-1.7	44	-7	-12	-3	0.4	52	83
- CC(=O)Cn1c(=O)c2c(nc3n2CCCN3Cc2ccccc2)n(C)c1=O
  -10	1.9	12	6	-18	-4	-1.4	6	102
- COC(=O)n1c(=O)oc2cc(S(=O)(=O)N3CCCCC3)ccc21
  -5	-2.6	14	5	3	-1	-1.4	-15	92
- COc1ccc(CS(=O)(=O)CC(C)(O)c2ccc(Cl)cc2)cc1 (stereo not given)
  0	-3.9	-3	1	-12	-3	-1.1	35	102
- CCN1CCN(c2nc(-c3ccccn3)nc3ccccc23)CC1
  -4	6.3	-49	2	10	-3	-13	-68	88
- O=c1c2cc(Cl)ccc2[nH]c(=S)n1Cc1cccs1
  -5	-1.1	2	3	1	5	-2.0	-12	103
- CCCCNc1c(N)n(CC(C)C)c(=O)[nH]c1=O
  0	-0.7	9	-1	-8	-6	-2.9	36	95
- COC(=O)Nc1ccc(OCc2ccccc2)cc1
  -3	-4.9	15	6	-8	1	-3.7	10	107
- COC(=O)c1cccc(-n2cnnn2)c1
  0	-3.0	4	0	0	13	-4.4	4	110

These rows are one share of the data; the hit share may differ from the screen's.
